TAAR1 antagonist: human TAAR1 antagonists, primary screen, Fluo-8 calcium fluorescence, CHO RD-HGA16 cells. 360,000 compounds, 1.5% hits. antagonist. inhibition, % at 3 µM. AID 624466, 2012. Trace amine-associated receptor 1 (Homo sapiens), Q96RJ0;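 active = inhibition above a per-plate cutoff, the mean inhibition of test compounds on that plate plus 3 SD, cut at about 49% in these data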;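 also: 0% = DMSO plus EC80 beta-PEA response and 100% = DMSO alone without agonist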
Target sequence (Q96RJ0 whole entry, looked up): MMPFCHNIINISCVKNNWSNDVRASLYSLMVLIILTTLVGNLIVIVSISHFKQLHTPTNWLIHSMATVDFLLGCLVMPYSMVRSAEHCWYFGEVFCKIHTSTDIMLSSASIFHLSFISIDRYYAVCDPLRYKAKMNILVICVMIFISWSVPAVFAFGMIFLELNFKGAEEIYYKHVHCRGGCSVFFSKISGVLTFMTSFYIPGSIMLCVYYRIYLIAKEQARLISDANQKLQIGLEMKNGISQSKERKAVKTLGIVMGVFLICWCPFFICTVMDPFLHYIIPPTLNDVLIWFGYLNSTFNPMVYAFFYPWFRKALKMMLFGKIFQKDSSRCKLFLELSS
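Test system – hTAAR1-expressing CHO RD-HGA16 cells, Gα16-coupled · Reagent – β-PEA at EC80 concentration, post-compound challenge · Compound dosing – 3 µM, single point · Timing – 140 s kinetic read after compound, 140 s after agonist · Detection – Fluo-8 intracellular calcium dye fluorescence, real-time kinetic reads · Control set – DMSO and EC80 PEA controls · Repeats – n of 1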
M5 antag: human M5 muscarinic receptor antagonists, primary screen, CHO cells, Fluo-8 calcium fluorescence. CHO-hM5 cells, ACh EC80. inhibition, % at 3 µM. 360,000 compounds, 0.59% hits. AID 624040, 2012;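 active = inhibition above a per-plate cutoff, the mean of that plate's test compounds plus 3 SD, cut at about 27% in these data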;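 also: 0% = acetylcholine EC80 with DMSO and 100% = DMSO without agonist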
Target sequence (P08912 whole entry, looked up): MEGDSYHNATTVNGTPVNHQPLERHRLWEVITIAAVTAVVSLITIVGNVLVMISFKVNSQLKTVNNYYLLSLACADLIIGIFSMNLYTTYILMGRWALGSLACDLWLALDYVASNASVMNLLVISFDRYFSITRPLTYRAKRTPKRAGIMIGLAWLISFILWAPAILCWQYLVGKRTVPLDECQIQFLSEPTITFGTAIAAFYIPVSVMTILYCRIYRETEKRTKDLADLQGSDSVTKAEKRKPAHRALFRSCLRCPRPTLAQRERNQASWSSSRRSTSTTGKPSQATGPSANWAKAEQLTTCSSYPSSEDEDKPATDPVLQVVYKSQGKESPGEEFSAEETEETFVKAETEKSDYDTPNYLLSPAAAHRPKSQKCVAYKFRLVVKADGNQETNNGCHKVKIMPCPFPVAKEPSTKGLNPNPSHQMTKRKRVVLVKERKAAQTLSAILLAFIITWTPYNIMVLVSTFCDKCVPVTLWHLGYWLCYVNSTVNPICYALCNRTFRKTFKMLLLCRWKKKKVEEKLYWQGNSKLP
CRFR2-BP ag: agonists of CRF-BP/CRF-R2 complex, primary screen, cell-based, HEK293, calcium dye fluorescence, uHTS; CRF-binding protein / CRF receptor 2 complex (human); 350,000 compounds, 0.46% hits; activation, % at 13.2 µM; AID 588473, 2011; calcium dye fluorescence (FLIPR); percent of saturating CRF peptide response;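 active = activation of at least 50%, plus an integration ratio under a set limit after plate pattern correction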;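 also: plate controls were neutral control wells without compound for no effect and CRF at EC100 for full effect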
M5 PAM: human M5 muscarinic receptor positive allosteric modulators, primary screen, CHO-K1 cells, Fluo-8 calcium fluorescence; AID 624038, 2012; Muscarinic acetylcholine receptor M5 (Homo sapiens), P08912; CHO-K1 hM5, ACh EC20 PAM; 0% = ACh EC20, 100% = ACh EC100; 360,000 compounds, 0.3% hits; activation, % at 3 µM;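 active = activation above the run cutoff, the mean activation of all test compounds plus 3 SD, cut at about 18% in these data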
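System: CHO-K1 cell line with stable human muscarinic M5 receptor expression | Also added: EC20 acetylcholine as agonist stimulus | Compound: One concentration, 3 µM final (nominal) | Timing: Fluo-8 loading 80 min at 37 °C plus 30 min room temperature | Measured by: Fluo-8 calcium dye fluorescence, kinetic read | Read-out basis: % activation, ACh-normalized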
M1 PAM parental: nonselective calcium activators in parental CHO-K1 cells, primary screen, counter-screen for M1 PAM project, cell-based, Fluo-8 calcium fluorescence, full deck, 1536-well | AID 602247, 2012 | activation, % at 3 µM | ATP EC20; 0% at ATP EC20, 100% at ATP max | 360,000 compounds, 0.02% hits;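 active = activation above the run cutoff, the mean activation of all test compounds plus 3 SD, cut at about 40% in these data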;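 also: peak over basal fluorescence ratio in a 140 s read after ATP addition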
TAAR1 agonist: human TAAR1 agonists, primary screen, Fluo-8 calcium fluorescence, CHO RD-HGA16 cells | Trace amine-associated receptor 1 (Homo sapiens), Q96RJ0 | activation, % at 3 µM | vehicle wells 0%, saturating PEA agonist 100% | AID 624467, 2012 | 360,000 compounds, 0.99% hits;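 active = activation above the mean activation of all test compounds in the run plus 3 SD, cut at about 38% in these data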
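test system = CHO RD-HGA16 cells carrying human TAAR1 plus Gα16 | schedule = 17-24 h seeding, 75 min 37 °C dye, 30 min RT | compound dosing = 3 µM single concentration | control set = DMSO and PEA EC100 | replicates = n 1 | signal = Fluo-8 fluorescence, 5 s baseline then 140 s kinetic read | measure = percent activation vs PEA EC100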
CHRM5 agonist: human M5 muscarinic receptor agonists, primary screen, CHO-K1 cells, Fluo-8 calcium fluorescence. CHO-K1 hM5 cells; 0% DMSO wells, 100% maximal acetylcholine response. activation, % at 3 µM. Muscarinic acetylcholine receptor M5 (Homo sapiens), P08912. 360,000 compounds, 0.19% hits;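 active = activation above the run's mean over test compounds plus 3 SD, cut at about 23% in these data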;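 also: signal is peak over basal fluorescence ratio across the kinetic read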
CHRM4 PAM: human M4 muscarinic receptor positive allosteric modulators, primary screen, CHO-K1 cells, Fluo-8 calcium fluorescence; Muscarinic acetylcholine receptor M4 (Homo sapiens), P08173; CHO-K1 hM4/Gqi5, ACh EC20; 0% = ACh EC20, 100% = maximal ACh; activation, % at 3 µM; 360,000 compounds, 0.4% hits;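 active = activation above its plate's cutoff, the mean activation of sample wells plus 3 SD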; also: some results filed as inactive read as strong as hits
CRFBP-R2 block: antagonists of CRF-BP/CRF-R2 complex, primary screen, cell-based, HEK293, calcium dye fluorescence, uHTS. CRF-induced calcium fluorescence. inhibition, % at 11.8 µM. 350,000 compounds, 0.59% hits;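 active = inhibition of the ligand-induced calcium signal above about 50% at the single tested concentration, limit read from the data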
The depositor's hits bear a star; · = not tested or not shown.

SMILES | TAAR1 antagonist | M5 antag | CRFR2-BP ag | M5 PAM | M1 PAM parental | TAAR1 agonist | CHRM5 agonist | CHRM4 PAM | CRFBP-R2 block
CCOC(=O)N1CCN(C(=O)C[C@@H]2C[C@@]3(C(=O)OC)CCCCC=C3N(Cc3cccc4ccccc34)C2=O)CC1 | 30 | -2 | · | -5 | 8 | 4 | 9 | -9 | ·
O=C(Nc1ccccc1)N1CCCC1 | -2 | -3 | -1.4 | -6 | -7 | 0 | -1 | -6 | 6
COc1ccc(S(=O)(=O)NCc2ccccn2)c(C)c1C | -1 | 0 | -1.1 | -3 | 0 | 0 | 5 | -1 | -14
CO/N=C/C(=N\Nc1ccccc1)C(=O)c1ccccc1 | 4 | -11 | 2.7 | -2 | 5 | 12 | -1 | -6 | -28
CC(=O)N1CCc2cc(S(=O)(=O)CCC(=O)Nc3c(C)n(C)n(-c4ccccc4)c3=O)ccc21 | 1 | -3 | 1.3 | 2 | 13 | 20 | -6 | 1 | -9
Cc1ccc(NC2CCCN(C(=O)c3nonc3C)C2)cc1C (stereo not given) | 2 | -1 | -3.1 | -2 | -7 | 0 | -1 | 4 | -2
COc1ccccc1C1NC(=O)CCC1[N+](=O)[O-] (stereo not given) | -5 | 3 | 0.4 | 1 | 3 | 0 | -3 | 5 | -10
O=c1[nH]c2ccccc2c(=O)n1Cc1ccccc1 | -7 | -8 | 1.5 | 3 | 12 | 7 | -9 | -3 | -9
O=C(NNC(=O)C1CCN(c2ncccn2)CC1)c1ccc(Cl)cc1 | 8 | -7 | -0.8 | 6 | 10 | 3 | 0 | -3 | -2
CCCc1nn2c(=O)cc(COc3ccc(NC(=O)c4ccco4)cc3)nc2s1 | -26 | 0 | -0.8 | 1 | -18 | 3 | -3 | -4 | 3
Cc1cccc(NC(=O)CSCC(=O)Nc2ccc(N3CCOCC3)cc2N2CCOCC2)c1 | 3 | -4 | -2.3 | 4 | 0 | 2 | 0 | -6 | -4
COc1ccc(N2CC(C(=O)N3CCC4(CC3)CC(=O)c3ccccc3O4)CC2=O)cc1 (stereo not given) | -2 | -3 | 1.0 | -4 | 6 | 1 | 3 | 5 | -8
O=S(=O)(c1cccc(F)c1)N1CCN(Cc2ccc3c(c2)OCO3)CC1 | 1 | -9 | 0.8 | -4 | -7 | 11 | -7 | 18 | 9
O=CN(Cc1nc2ccccc2[nH]1)c1ccc(C(=O)O)cc1 | 0 | 19 | -2.4 | 1 | 13 | 0 | 3 | 2 | 6
CCn1ncc(C(=O)Nc2cccc(Cl)c2)c1C | 4 | -10 | 2.2 | -1 | 26 | 1 | -2 | 8 | -3
CC(C)C(NC(=O)c1ccccc1)C(=O)OCC(=O)N1CCCCC1 (stereo not given) | -22 | 0 | -0.2 | -2 | -6 | 2 | 2 | 0 | 4
O=C(CSc1ccccn1)c1ccc(F)cc1 | 0 | -1 | 1.5 | -2 | 0 | 6 | -2 | 5 | -27
COc1ccccc1/C=C/CN1CCC(n2nccc2NC(=O)CCc2ccccc2)CC1 | 21 | 16 | 0.2 | -8 | -16 | 9 | -1 | -9 | 4
O=C(Nc1cccnc1)C12CC3CC(CC(C3)C1)C2 | -23 | 10 | -1.8 | 2 | -10 | 1 | -1 | -1 | 1
CCOC(=O)CNC(=O)CSc1nnc(SCC(=O)NCC(=O)OCC)s1 | -7 | 4 | -3.5 | 2 | 15 | 2 | 4 | 10 | 11
Cc1ccccc1CCN(C(=O)c1csnn1)C(C(=O)NC1CCCC1)c1ccco1 (stereo not given) | 2 | -1 | 0.8 | -2 | 3 | 46* | -4 | -5 | -2
COc1ccccc1-c1ccc(SCC(=O)N2CCOCC2)nn1 | -24 | 3 | -1.0 | -1 | 5 | 3 | 1 | -4 | 2
CC(C)(C)c1ccc(C(=O)NCCn2c(N)c(C#N)c3nc4ccccc4nc32)cc1 | 26 | 10 | -2.0 | -9 | 15 | 29 | 0 | -11 | -35
CCOC(=O)C1=C(C)NC(C)=C(C(=O)OCC)C1C(=O)OCC(=O)NCCc1ccccc1 | 0 | 9 | 0.8 | -1 | -9 | 2 | -6 | -1 | 4
C=C1C(=O)[C@]23C[C@H]1CCC2[C@]1(C)CCC[C@@](C)(C(=O)O)C1C[C@@H]3O (stereo not given in full) | 26 | -2 | · | 0 | -6 | 1 | 1 | 5 | ·

Looked up by structure from the entries so far, 4 records:
SMILES | TAAR1 antagonist | M5 antag | CRFR2-BP ag | M5 PAM | M1 PAM parental | TAAR1 agonist | CHRM5 agonist | CHRM4 PAM | CRFBP-R2 block
O=C(Nc1cccnc1)C12CC3CC(CC(C3)C1)C2 | -23 | 10 | -1.8 | 2 | -10 | 1 | -1 | -1 | 1
O=C(CSc1ccccn1)c1ccc(F)cc1 | 0 | -1 | 1.5 | -2 | 0 | 6 | -2 | 5 | -27
O=S(=O)(c1cccc(F)c1)N1CCN(Cc2ccc3c(c2)OCO3)CC1 | 1 | -9 | 0.8 | -4 | -7 | 11 | -7 | 18 | 9
COc1ccccc1C1NC(=O)CCC1[N+](=O)[O-] (stereo not given) | -5 | 3 | 0.4 | 1 | 3 | 0 | -3 | 5 | -10

Later entries
SMILES | TAAR1 antagonist | M5 antag | CRFR2-BP ag | M5 PAM | M1 PAM parental | TAAR1 agonist | CHRM5 agonist | CHRM4 PAM | CRFBP-R2 block
Cc1ccc(NS(=O)(=O)c2ccc3c(c2)n(C)c(=O)n3C)c(C)c1 | -4 | 10 | -3.8 | -3 | 25 | 4 | 2 | 0 | 12
O=C(c1[nH]c(C(F)(F)F)nc1-c1ccccc1)N1CCN(c2ccncc2)CC1 | -20 | -2 | · | 4 | 27 | 1 | 0 | 6 | ·
COc1ccccc1CNC(=O)COC(=O)c1ccc(C)c(S(=O)(=O)N2CCCCC2)c1 | -1 | 1 | 0.6 | -7 | -14 | -1 | -4 | -2 | 17
CCc1cccc(CC)c1NC(=O)Cn1c(-c2ccccc2Cl)nc2ccccc21 | 4 | -11 | 1.2 | -2 | 11 | 5 | 2 | -3 | -12
Cc1ccc(O)c(-c2cc(-c3ccc(F)cc3)no2)c1 | -7 | 10 | -0.1 | -6 | -4 | 3 | 0 | -7 | 15
O=C(Nc1ccccc1)OCC1COC(c2ccccc2)(c2ccccc2)O1 (stereo not given) | -4 | 13 | 2.6 | -8 | 15 | 0 | -4 | -1 | 10
O=C(O)C=C1CCN(c2ncc(C(F)(F)F)cc2Cl)CC1 | -9 | -1 | 0.2 | -3 | 9 | 9 | 2 | -3 | -5
CC(C)Cn1c(N)c(C(=O)COC(=O)CCNS(=O)(=O)c2ccccc2)c(=O)n(C)c1=O | 51* | 9 | 18 | -15 | 1 | 11 | 3 | -11 | 3
O=C(CCCOC(=O)c1cccnc1Cl)c1ccc(Br)cc1 | 8 | 0 | 0.0 | 6 | 22 | -3 | -3 | -2 | 3
COc1cccc2c(=O)c(SC(F)(F)C(F)C(F)(F)F)c(C)[nH]c12 (stereo not given) | 9 | 1 | 2.8 | 1 | 8 | 3 | 2 | -3 | -1
Cc1cc(C)cc(OCC(=O)OCC(=O)Nc2cc(S(=O)(=O)N3CCOCC3)ccc2C)c1 | -15 | 14 | -1.9 | -4 | 5 | 1 | 0 | 14 | 1
CCNC(=O)COc1ccc(/C=C2\COc3ccccc3C2=O)cc1OC | 24 | 5 | -2.9 | 0 | -12 | 7 | 1 | -10 | -6
O=C(CCc1nnc(-c2ccc3c(c2)OCO3)o1)NC(c1cccnc1)C(F)(F)F (stereo not given) | -25 | 3 | 1.9 | -1 | 7 | 0 | 1 | -6 | -1
Cc1cccc(OCC(=O)N/N=C/c2ccc3c(c2)OCO3)c1 | 14 | -4 | -1.6 | 9 | 1 | 5 | -2 | 15 | 8
Cc1ccc(C)c(CSCc2nc3ccccc3[nH]2)c1 | 10 | 2 | -0.1 | -5 | -12 | -2 | 2 | -8 | -16
CCOC(=O)C[C@H]1c2ccc(C(F)(F)F)cc2S(=O)(=O)N1c1ccccc1 | 5 | 16 | -1.2 | -4 | -3 | 4 | -9 | -7 | 6
COC(=O)[C@@H]1Cc2c([nH]c3ccccc23)C2CCC(=O)N21 (stereo not given in full) | -6 | 11 | -1.1 | -4 | -10 | 3 | -1 | -3 | 11
COc1ccc(Br)cc1/C=C/c1ccc2cccc(O)c2n1 | -8 | 1 | 3.1 | 3 | 11 | 1 | -3 | 3 | -1
COCCn1c(-c2ccc(NC(C)=O)cc2)nc2c1c(=O)[nH]c(=O)n2CC(C)C | -28 | -2 | -0.2 | 3 | 15 | 5 | -1 | 2 | -12
Cc1nc(SCC(=O)Nc2nc3ccccc3s2)c(C#N)c(C)c1C | 10 | 15 | -1.0 | -3 | 25 | 4 | -2 | 2 | -8
COc1ccccc1-c1nn(-c2ccccc2)cc1C(=O)NC1CC1 | 3 | 2 | -0.8 | -1 | 15 | 7 | 0 | 4 | 14
NS(=O)(=O)c1ccc(NCc2cnc3ccccc3c2)cc1 | 18 | 4 | -3.5 | 3 | 38 | 1 | 2 | -3 | -4
Cc1ccc(S(=O)(=O)NCCN2CCOCC2)s1 | 5 | 22 | -0.1 | -5 | 2 | 2 | -5 | 0 | -2
COc1ccc(OCc2cc(C(=O)NC(C)c3cnn(C)c3)no2)c(Cl)c1 (stereo not given) | -11 | -3 | -0.3 | 2 | -7 | 10 | 0 | -1 | -11
N#CC1=CC2CN(Cc3ccccc3)C1C1C(=O)N(c3ccccc3)C(=O)C21 (stereo not given) | 18 | 6 | 21 | 5 | 18 | 21 | 3 | 11 | -25
O=C1CCCCN1CC(=O)N1CCCC(N2CCN(c3ccccc3F)CC2)C1 (stereo not given) | -20 | 1 | 2.5 | 1 | 8 | 3 | -3 | -1 | 4
CCOc1c2c(nc3ccc(Cl)cc13)CCC2 | -17 | -4 | -0.5 | 3 | 11 | 1 | -8 | 8 | 18
C=CCN=c1scc(-c2ccc3c(c2)NC(=O)CO3)n1/N=C(\C)c1ccccn1 | 4 | 14 | 1.9 | -2 | -9 | 2 | -1 | -8 | -13

With a hit mark in TAAR1 antagonist, of those listed so far:
Molecule,TAAR1 antagonist,M5 antag,CRFR2-BP ag,CHRM5 agonist,CHRM4 PAM,CRFBP-R2 block
CC(C)Cn1c(N)c(C(=O)COC(=O)CCNS(=O)(=O)c2ccccc2)c(=O)n(C)c1=O,51*,9,18,3,-11,3

Not a hit list; about 4.2% have a hit in one of these screens.
